From PubChem BioAssay
Giardia kill: Small Molecules that selectively kill Giardia lamblia: qHTS. Giardia lamblia trophozoite viability. activity change, % at 7.66 µM, hits read low. 340,000 tested, 0.15% active; in the data active means activity change below about -80%; inconclusive means between about -30% and that limit;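 further: parasites exposed to compound for two days anaerobically before the ATP read; on the % scale 0 is the no-effect control and ±100 the full control effect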
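ATP-content bioluminescence gauges trophozoite survival. Cells (100/well) receive compound and incubate anaerobically for 48 hrs at 37 deg C; detection reagent follows for 15-30 min at room temperature.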
RORgamma inh: qHTS for inhibitors of ROR gamma transcriptional activity; AID 2551, 2010; Potency, µM (top dose mostly 53.6 µM), inactives show at the top dose activity change, negative = inhibition, hits mostly inhibitors; 310,000 tested, 5.4% active; Nuclear receptor ROR-gamma (Mus musculus), P51450; Drosophila S2 Gal4-RORgamma UAS-luciferase reporter, 20 h; further: potency means the concentration at half of the fitted maximal effect; on the % scale 0 is the no-effect control and ±100 the full control effect; nearly all actives have a fitted effect of over 60% in size
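Stable Schneider cell line, Gal4 DNA-binding domain fused to ROR gamma, UAS-luciferase. Cmpd 1 hr RT → CuSO4 700 uM final → 20 hr RT → luciferase reagent 10 min → luminescence.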
NPC1 prom act: qHTS Assay for NPC1 Promoter Activators; AID 485313, 2010; Potency, µM (series often up to 9.22 µM), for inactives: at the top dose activation, actives largely listed as activators; Huh7 NPC1 promoter luciferase reporter, 24 h; 320,000 tested, 2.4% active;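 further: potency means the concentration at half of the fitted maximal effect; % of control where 0% means no effect; nearly all actives have a fitted effect of over 60% in size; reporter is driven by a mutant NPC1 promoter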
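Huh7 cells stably carrying NPC1 promoter–luciferase, plated in Opti-MEM with 10% FBS for 2 h, were exposed to compound in DMSO for 24 h at 37 °C; luciferase reagent was added for 10 min and luminescence read.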
ELG1 genotoxic: qHTS screen for small molecules that induce genotoxicity in human embryonic kidney (HEK293T) cells expressing luciferase-tagged ELG1; 330,000 tested, 1.3% active; Potency, µM (titrated, usually from 46 µM), without a hit: top-dose activity change, positive = activation, most hits filed as activators; HEK293T ELG1-luciferase reporter, luminescence, 16 h; further: potency means the concentration at half of the fitted maximal effect; % of control where 0% means no effect; nearly all actives have a fitted effect of over 60% in size
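After overnight (16 hr) compound treatment at 37 °C, ELG1-luciferase HEK293T cells were lysed with ONE-Glo; luminescence quantified 30 min later at room temperature.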
Gal4-VP16 FLuc: VP16 counterscreen qHTS for inhibitors of ROR gamma transcriptional activity; 310,000 tested, 3.5% active; Drosophila S2 Gal4-VP16 UAS-luciferase, luminescence, 20 h; Potency, µM (titrated, usually from 53.6 µM), inactives show at the top dose activity, negative = inhibition, actives largely listed as inhibitors;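 further: Gal4-VP16 expression switched on by copper sulfate through the metallothionein promoter; potency means the concentration at half of the fitted maximal effect; on the % scale 0 is the no-effect control and ±100 the full control effect; nearly all actives have a fitted effect of over 50% in size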
FLuc modulator: qHTS profiling assay for firefly luciferase inhibitor/activator using purifed enzyme and Km concentrations of substrates (counterscreen for miR-21 project); AID 588342, 2011; 360,000 tested, 6.9% active; purified FLuc, Km substrates, luminescence inhibition; Potency, µM (doses to about 57.5 µM), without a hit: at the top dose activity change, negative = inhibition, actives largely listed as inhibitors; Luciferin 4-monooxygenase (Photinus pyralis), P08659;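 further: potency means the concentration at half of the fitted maximal effect; plate controls were vehicle for no effect and reference inhibitor for full effect; nearly all actives have a fitted effect of over 55% in size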
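Purified P. pyralis luciferase (10nM final) with 10uM D-luciferin and 10uM ATP (Km levels) in 50mM Tris acetate pH 7.5, 10mM Mg acetate, 0.01% Tween-20, 0.05% BSA; qHTS 6-point titration, ~60 µM downward; luminescence read.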
Menin MLL FP TR: qHTS Assay for Inhibitors Targeting the Menin-MLL Interaction in MLL Related Leukemias: Competition With Texas Red Labeled MLL-derived Mutant Peptide; 270,000 tested, 0.23% active; O00255; AID 1768, 2009; Menin + Texas Red MLL mutant peptide, fluorescence polarization; Potency, µM (titrated, usually from 61.6 µM), without a hit: at the highest dose FP activity change, negative = inhibition, usual class: inhibitors; active means well fitted inhibition curve with a large enough effect in the polarisation, with a control signal flat, not every such curve was filed as active; inconclusive means small, poorly fitted or top-dose-only effect, or effect the other way, or a change in a side signal; inactive means no such curve, though single readings can be large or run the other way; the % refers to the polarisation; further: potency means the concentration at half of the fitted maximal effect; % of control where 0% means no effect; many of its hits are not listed in these tables
Target sequence (O00255 whole entry, looked up): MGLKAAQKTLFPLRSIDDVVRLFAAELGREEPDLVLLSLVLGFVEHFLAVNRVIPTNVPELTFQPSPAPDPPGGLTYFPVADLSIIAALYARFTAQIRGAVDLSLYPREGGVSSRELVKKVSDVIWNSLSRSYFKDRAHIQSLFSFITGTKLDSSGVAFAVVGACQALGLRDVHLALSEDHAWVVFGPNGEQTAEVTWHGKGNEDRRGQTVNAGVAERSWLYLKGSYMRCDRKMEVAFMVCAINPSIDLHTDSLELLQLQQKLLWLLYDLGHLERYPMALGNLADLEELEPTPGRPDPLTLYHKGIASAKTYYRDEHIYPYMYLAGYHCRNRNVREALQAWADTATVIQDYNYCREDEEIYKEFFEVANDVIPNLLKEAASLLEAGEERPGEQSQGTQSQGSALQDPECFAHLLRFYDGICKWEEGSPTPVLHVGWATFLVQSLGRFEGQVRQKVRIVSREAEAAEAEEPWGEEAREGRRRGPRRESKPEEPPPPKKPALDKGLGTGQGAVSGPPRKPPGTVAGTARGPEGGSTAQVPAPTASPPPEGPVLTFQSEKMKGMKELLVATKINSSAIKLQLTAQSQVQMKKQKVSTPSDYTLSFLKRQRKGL
BRCA1 expr act: qHTS Assay to Identify Small Molecule Activators of BRCA1 Expression. MCF7-BRCA1-FFLuc reporter, luminescence, 48 h; response scale: scaled: vehicle 0%, 10 µM genistein 100%. Potency, µM (top dose mostly 46.1 µM), for the others: top-dose activation, hits mostly activators. 380,000 tested, 1.1% active; further: potency means the concentration at half of the fitted maximal effect; nearly all actives have a fitted effect of over 80% in size; some results filed as inactive show a strong effect at the top dose
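MCF7 cells carrying a BRCA1-firefly luciferase reporter (2000 cells/well, phenol-red free MEM) were attached for 2 h at 37 °C, then given compounds for 48 h. Luminescence was read 15 min after luciferase reagent; activity normalized to genistein (10 microM) and DMSO.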
PKM2 act: qHTS Assay for Activators of Human Muscle isoform 2 Pyruvate Kinase; purified PKM2, Kinase-Glo ATP luminescence, activation; response scale: 0% is enzyme alone, no compound; Potency, µM (doses to about 57.5 µM), inactives show at the top dose activation, actives largely listed as activators; 260,000 tested, 0.34% active; further: potency means the concentration at half of the fitted maximal effect; on the % scale 0 is the no-effect control and ±100 the full control effect; nearly all actives have a fitted effect of over 55% in size
Target sequence (P14618 whole entry, looked up, canonical isoform): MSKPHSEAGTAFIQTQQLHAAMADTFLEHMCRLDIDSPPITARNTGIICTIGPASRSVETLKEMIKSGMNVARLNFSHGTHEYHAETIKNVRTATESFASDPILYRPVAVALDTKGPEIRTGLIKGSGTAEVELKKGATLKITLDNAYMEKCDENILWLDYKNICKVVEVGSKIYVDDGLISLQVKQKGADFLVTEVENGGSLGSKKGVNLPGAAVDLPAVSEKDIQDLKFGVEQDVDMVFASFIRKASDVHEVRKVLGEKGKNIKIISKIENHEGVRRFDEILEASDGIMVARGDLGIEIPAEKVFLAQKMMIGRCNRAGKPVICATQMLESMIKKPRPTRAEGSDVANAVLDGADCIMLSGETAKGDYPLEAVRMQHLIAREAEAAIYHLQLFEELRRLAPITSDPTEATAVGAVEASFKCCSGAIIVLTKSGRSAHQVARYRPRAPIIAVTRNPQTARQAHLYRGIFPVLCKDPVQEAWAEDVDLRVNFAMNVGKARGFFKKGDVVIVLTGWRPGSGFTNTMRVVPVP
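Purified hPK-M2 (>95% pure) converted ADP (0.1 mM final) to ATP with 0.5 mM PEP in 50 mM imidazole pH7.2, KCl, MgCl2, Tween 20, BSA; 1 h at room temperature. ATP detected by Kinase-Glo luminescence.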
p53 reactivator: qHTS assay for re-activators of p53 using a Luc reporter; H1299 p53-A138V BP100-luciferase reporter, luminescence, 24 h; Potency, µM (titrated, usually from 92.2 µM), for the others: at the top dose activity change, positive = activation, actives largely listed as activators; 320,000 tested, 0.063% active; further: potency means the concentration at half of the fitted maximal effect; % of control where 0% means no effect; nearly all actives have a fitted effect of over 45% in size
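H1299 (p53-null), stable ts p53-A138V + BP100-Luc; 1000 cells/well, Opti-MEM/10% FBS; cpd 4 pt, 1:5; 24 h, 37 deg C, 5% CO2; detection reagent 10 min RT; luminescence.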
Rab9 prom act: qHTS Assay for Rab9 Promoter Activators; Huh7 Rab9 promoter-luciferase reporter, luminescence, 24 h; 320,000 tested, 2.8% active; Potency, µM (titrated, usually from 9.22 µM), for the others: at the highest dose activation, negative = inhibition, hits mostly activators; further: potency means the concentration at half of the fitted maximal effect; % of control where 0% means no effect; nearly all actives have a fitted effect of over 60% in size
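Using Huh7 cells stably transfected with Rab9 promoter–luciferase, compounds were incubated 24 h at 37 °C, 5% CO2; luciferase luminescence was read 10 min after reagent addition.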
Numbers without * were called inactive; ? = inconclusive; . = not tested or not shown; & = joins results of further samples; ! = repeats disagree; [ ] = another dose, or the depositor's remark. Unless noted, the call rests on the fitted dose curve; in most records, active means well fitted curve in the direction sought with a large enough effect; inconclusive means small, poorly fitted or top-dose-only effect, or another doubt; inactive means no such curve, though single readings can be large; an effect the other way counts as inactive or inconclusive. This is a subset; count on the stated rates, not on these rows.

SMILES	Giardia kill	RORgamma inh	NPC1 prom act	ELG1 genotoxic	Gal4-VP16 FLuc	FLuc modulator	Menin MLL FP TR	BRCA1 expr act	PKM2 act	p53 reactivator	Rab9 prom act
Cc1ccc(C(=O)NCC(=O)OCN2C(=O)c3ccccc3C2=O)cc1C	-24	.	1%	3%	.	3%	.	-1%	.	5%	-2%
N#Cc1c2c(c(-c3ccccc3Cl)[nH]c1=S)CCCC2	3	16µM*	-1%	-1%	16µM*	-18%	12%	-2%	0%	4%	0%
Cc1ccc(N(CC(=O)NCc2ccccn2)S(=O)(=O)c2ccccc2)cc1C	0	44%	1%	1%	7%	-1%	-29%	-28%	4%	-3%	-2%
CN(C)C1(CNC(=S)Nc2ccccc2C(F)(F)F)CCCCC1	-3	?	-4%	1%	2%	0%	-2%	-19%	4%	13%	-3%
Cc1nc(Cl)cc(N/N=C/c2ccccc2)n1	-15	?	10%	3%	3%	17µM*	32%[activator]	56%	7%[11.5 µM]	.	22%
FC(F)Oc1ccc(-n2cc(-c3ccccc3)[n+]3c2CCCCC3)cc1	16	35%	-2%	-12%	-14%	5%	.	-53%	2%	2%	-1%
COc1ccc(C(=O)Nc2nnc(CC(=O)N/N=C/c3ccc(O)cc3O)s2)cc1	.	-12%	17%	4%	-4%	?	?	.	.	0%	3%
CCOC(=O)c1ccc(NC(=S)N2CCN(CCN=CC3=C(O)CC(C)(C)CC3=O)CC2)cc1	13	13µM*	-1%	2%	?	-15%	4%	-22%	3%	4%	-1%
COCCn1c(SCC(=O)c2c(N)n(C3CC3)c(=O)[nH]c2=O)nc2ccccc21	55[activator]	.	-1%	0%	.	.	.	-1%	.	4%	1%
COc1ccccc1S(=O)(=O)N1CCC(C(=O)O)(c2ccccc2)CC1	0	-15%	-2%	0%	3%	1%	-10%	-6%	.	-1%	-5%
CC(=O)c1ccc(S(=O)(=O)Oc2ccc(-c3ccc(C(=O)O)cc3)cc2)cc1	-7	-5%	-8%	-1%	9%	-1%	34%[activator]	9%	5%	0%	-1%
COC(=O)CCN(C(C)=O)c1ccc(N)cc1	16	-10%	2%	1%	1%	-2%	-15%	0%	-1%	-3%	-1%
COCCNC(=O)c1ccc2c(c1)C(=O)c1ccccc1-2	36[activator]	15%	-4%	11%	1%	-24%	-1%	-2%	.	8%	12%
COCCOC(=O)C1=C(C)NC(=O)NC1c1ccc(-c2ccc(F)cc2)o1 (configuration not stated)	-10	13%	-19%	2%	16%	-9%	-14%	-5%	2%	5%	-3%
COc1ccc(S(=O)(=O)NC2CC(C)(C)NC(C)(C)C2)c2ccccc12	0	-1%	-5%	1%	-1%	-1%	-1%	-19%	-2%	?	-1%
CO/N=C/C(=N\Nc1cc(OC)cc(OC)c1)C(=O)c1ccccc1	9	11%	-5%	0%	4%	5%	12%	-12%	-2%	-4%	1%
CCC(Sc1nc(N)cc(=O)[nH]1)C(=O)Nc1cc(C)on1 (configuration not stated)	18	-8%	-2%	2%	-15%	3%	8%	0%	2%	-4%	-5%
COC(=O)c1ccc(Cn2nc([N+](=O)[O-])c(Br)c2C)cc1	3	34%	0%	4%	-2%	0%	.	0%	0%	-1%	-5%
Cc1ccc(CNc2nc3ccccc3n2C)o1	14	-32%	?	?	9%	?	0%	4µM*	0%[11.5 µM]	?	2µM*
Cc1cccc(NC(=O)CSc2nnc(-c3ccccc3)n2N)c1	-5	1%	13%	-2%	1%	-1%	-9%	12%	-6%	1%	15%
CCOC(=O)CC(NC(=O)c1cccs1)c1ccc(C)cc1 (configuration not stated)	-9	-24%	0%	0%	-3%	3%	1%	-8%	.	-7%	2%
O=C(Nc1nc2ccc(F)cc2s1)C1=NN(c2ccccc2)C(=O)CC1	19	?	-3%	3%	?	?	1%	51%	1%	?	-1%
COc1ccc(NC(=O)C(CC(C)C)NC(=O)C2CCC(C)CC2)cc1 (configuration not stated)	-8	20%	-8%	4%	0%	5%	2%	-6%	2%	4%	0%
CCN1CCN(C(=O)CN(Cc2ccccc2)S(C)(=O)=O)CC1	5	1%	-2%	-1%	2%	1%	-11%	-34%	-2%	5%	-1%
CCC(C(=O)O)N1C(=O)C2CCCCC2C1=O (configuration not stated)	-6	4%	0%	-1%	2%	-2%	.	7%	5%	0%	-3%
(continued)
SMILES	Giardia kill	RORgamma inh	NPC1 prom act	ELG1 genotoxic	Gal4-VP16 FLuc	FLuc modulator	Menin MLL FP TR	BRCA1 expr act	PKM2 act	p53 reactivator	Rab9 prom act
O=[N+]([O-])/C=C/c1cc2ccccc2[nH]1	-4	10µM*	-6%	2%	?	-19%	6%	-29%	10%	-14%	-2%
COc1ccc(/C=C/c2nc3ccccc3n2C)cc1	?	2µM*	?	?	?	0.13µM*	-3%	?	-59%	-4%	?
COc1ccc(-c2nc(SCC(=O)NC3CCCC3)c(-c3ccc(OC)cc3)[nH]2)cc1	-7	8%	1%	-1%	-2%	-3%&-5%	?	-54%	0%	-2%	-8%
COc1cccc(NC(=O)CSc2nnc(-c3cccs3)n2C)c1	10	-2%	-1%	-13%	7%	-1%	0%	0%	1%	-14%	-5%
O=C(COc1cc2oc(=O)c3c(c2cc1Cl)CCC3)Nc1ccc(CN2CCOCC2)cc1	17	0%	0%	3%	-2%	2%	8%	2%	0%	0%	2%
COc1cc(NC(=O)C/C(C)=N/NC(=O)C(=O)NC2CCCCC2)c(OC)cc1Cl	-26	-24%	-7%	-3%	-4%	?	4%	-53%	12%	0%	16%
Oc1c(C(c2cccs2)N2CCOCC2)sc2ncnn12 (configuration not stated)	37[activator]	10%	1%	0%	-10%	2%	6%	21%	-16%	-2%	-4%
Cc1ccc(CC(=O)Nc2ccc(S(=O)(=O)N3CCOCC3)cc2)cc1	-8	15%	-2%	1%	0%	3%	13%	-5%	.	-1%	4%
O=c1[nH]cc(N(CCO)CCO)c(=O)[nH]1	7	4%	0%	-3%	2%	-2%	.	21%	1%	3%	-3%
Cc1ccc2nc(N(CCCN(C)C)C(=O)CN3C(=O)c4ccccc4C3=O)sc2c1	15	-10%	1%	-11%	6%[10 µM]	2%	?	-16%	0%	2%	0%
CCN1CCN(Cc2c(O)ccc3c(=O)c(-c4ccc(OC)c(OC)c4)c(C(F)(F)F)oc23)CC1	-9	16%	-3%	-3%	-1%	0%	0%	2%	-1%	?	9%
CS(=O)(=O)c1cccc(-c2csc(N3CCC(C(N)=O)CC3)n2)c1	-20	.	2.5µM*!	10%	.	0%&-14%	.	?	.	5%	?
CC(Cl)C(=O)Nc1ncc(C(F)(F)F)cc1Cl (configuration not stated)	-6	4%	0%	1%	-4%	-4%	.	2%	-17%	-4%	1%
CCCc1cc(=O)oc2c(C)c(O)c(CN3CCCCC3)cc12	-2	-5%	3%	1%	0%	2%	2%	0%	17%	-2%	0%
COc1cc(CNCCCN2CCOCC2)ccc1OCC(=O)NC(C)(C)C	1	-9%	-5%	0%	-6%	-2%	-1%	3%	2%	5%	13%
CCCN(CCC)CC(O)CN(c1cc([N+](=O)[O-])ccc1OC)S(=O)(=O)c1ccccc1 (configuration not stated)	0	3%	-3%	0%	-12%	2%	-18%	-10%	-1%	-11%	-2%
CC(=O)Nc1ccc(S(=O)(=O)NCCS(=O)(=O)N2CCN(c3ccccc3)CC2)cc1	6	29%	-6%	-7%	-11%	1%	14%	-3%	2%[0.46 µM]	19%	-12%
COc1cc(NC(=O)c2cc(-c3ccccc3)on2)cc(OC)c1OC	7	-15%	-3%	-8%	-3%	-2%	-17%	-13%	2%	.	-3%
c1ccc2nc(C3=NCCN3)ccc2c1	.	-14%	3%[46.1 µM]	.	-24%	.	1%	.	.	.	1%[46.1 µM]
O=C(COC(=O)c1ccccc1)Nc1cc(S(=O)(=O)N2CCCCCC2)ccc1Cl	-10	.	-1%	-1%	.	2%	.	-12%	.	0%	0%
CC(=O)NC/C(C)=N\Nc1ccc([N+](=O)[O-])cc1	-23	8%	1%	16%	-13%	-3%	11%	8%	-6%	-1%	-2%
O=C(Cc1coc(-c2ccc(F)cc2)n1)NC1CCCCC1	9	14%	-3%	11%	17%	3%	-21%	4%	4%	1%	-3%
COc1ccc(N2CCN(C(=O)Cc3ccc(OC)c(OC)c3)CC2)cc1	-1	?	2%	-4%	-29%	10%	-9%	-46%	0%	.	2%
Cc1cc2ccccn2c1C(C[N+](=O)[O-])c1ccc(N(C)C)cc1 (configuration not stated)	-20	?	0%	1%	?	-12%	1%	10%	0%	3%	-1%
